Source: PubChem (The Scripps Research Institute Molecular Screening Center)
FBW7 activator: human FBW7 E3 ligase activation, primary screen; Q969H0; AlphaScreen FBW7–phospho-cyclin E peptide binding, activator screen; normalized activity (activation), % at 26.1 µM; actives 0.13% (n = 650,000); AID 1259310; in the data active = normalized activity above about 1.9%;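 also: purified mutant Fbw7 with reduced substrate affinity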
Target sequence (Q969H0 whole entry, looked up): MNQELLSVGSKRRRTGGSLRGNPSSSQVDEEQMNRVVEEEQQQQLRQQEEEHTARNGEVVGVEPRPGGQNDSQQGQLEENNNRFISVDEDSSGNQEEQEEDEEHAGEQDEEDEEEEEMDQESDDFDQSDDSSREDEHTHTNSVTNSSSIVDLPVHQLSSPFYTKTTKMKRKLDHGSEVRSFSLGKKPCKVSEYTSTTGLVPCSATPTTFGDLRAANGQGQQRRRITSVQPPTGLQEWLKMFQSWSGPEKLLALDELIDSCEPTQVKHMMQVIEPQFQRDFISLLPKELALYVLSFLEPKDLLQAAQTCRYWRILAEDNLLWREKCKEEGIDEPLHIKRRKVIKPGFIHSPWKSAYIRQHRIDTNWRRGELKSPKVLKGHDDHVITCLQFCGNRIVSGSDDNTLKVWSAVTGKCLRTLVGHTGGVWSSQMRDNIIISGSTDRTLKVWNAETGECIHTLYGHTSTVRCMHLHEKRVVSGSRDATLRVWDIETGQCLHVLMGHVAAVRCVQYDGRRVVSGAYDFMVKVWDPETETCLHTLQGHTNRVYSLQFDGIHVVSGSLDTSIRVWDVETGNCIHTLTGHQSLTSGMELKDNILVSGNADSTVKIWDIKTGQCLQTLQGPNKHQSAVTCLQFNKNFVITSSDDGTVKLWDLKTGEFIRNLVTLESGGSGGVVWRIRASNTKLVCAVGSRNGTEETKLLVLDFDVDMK
GPR151 activ: activates the human receptor GPR151; Q8TDV0; PathHunter beta-arrestin GPR151 cells, luminescence; activation, % at 11.2 µM; actives 1% (n = 650,000); in the data active = activation above about 4.9%;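 also: 0% = median of compound wells and 100% = cells with positive control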
MITF primary: human MITF inhibition, primary screen. O75030. inhibition, % at 2.6 µM. actives 0.91% (n = 650,000). AID 1259374. AlphaScreen MITF homodimerization, bead proximity signal; in the data active = inhibition above about 50%;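 also: 0% = vehicle wells with protein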
TEAD-YAP block: TEAD-YAP interaction inhibition | actives 1.4% (n = 640,000) | inhibition, % at 9.12 µM | HEK-TIYL cells, TEAD-Gal4/YAP UAS-luciferase luminescence; in the data active = inhibition above about 32%;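 also: 0% = median of test compound wells and 100% = reference inhibitor wells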
Numbers without * were called inactive.

SMILES | FBW7 activator | GPR151 activ | MITF primary | TEAD-YAP block
OCCCc1nc2n(n1)C(c1cccs1)C=C(c1ccccc1)N2 (centres undefined) | -0.1 | 0.6 | 5 | 1
CC(NC(=O)c1ccccc1Cl)NC(=O)c1ccccc1Cl | 0.0 | 0.4 | 4 | 5
CCOc1ccc(-c2n[nH]c3c2C(c2ccc(OC)c(OC)c2)NC3=O)cc1 (centres undefined) | 0.5 | -0.9 | 8 | -6
COc1ccc(/C=N/Nc2nc3ccccc3nc2C)c(OC)c1 | 0.8 | -0.5 | 14 | -5
CCOc1ccc(N(CC(=O)Nc2cc(Cl)cc(Cl)c2)S(C)(=O)=O)cc1 | 0.0 | -0.9 | -2 | 1
Cc1ccc(N2C(=O)NC(=O)/C(=C/c3ccc(Br)o3)C2=O)cc1Cl | -0.1 | -0.1 | 49 | -4
CCCCSc1nnc(CNC(=O)C23CC4CC(CC(C4)C2)C3)n1-c1ccccc1OC | -0.1 | 1.5 | 7 | 3
Cc1ccc(S(=O)(=O)n2ccn(C(=O)/C=C/c3ccccc3)c2=O)cc1 | 0.0 | 0.0 | -1 | -1
COc1ccc(CC(=O)Nc2ccc(S(=O)(=O)N3CCCCCC3)cc2)cc1 | 0.3 | 0.6 | 2 | 2
CCOC(=O)c1c(C)oc2c1c(C=NCC1CCCO1)c(O)c1ccccc12 (centres undefined) | 0.0 | 0.2 | 12 | 0
CCCCOC(=O)C(C)Oc1ccc(=O)n(-c2ccccc2)n1 (centres undefined) | 0.0 | 0.7 | -1 | -4
CC1CC(C)(C)NC(=S)N1CC(=O)N1CCN(c2cccc(Cl)c2)CC1 (centres undefined) | 0.0 | 0.8 | 22 | 5
COc1cccc(C(=O)O/N=C(\N)c2cccc([N+](=O)[O-])c2)c1OC | 0.2 | 0.0 | 10 | -29
Cc1ccc(N2CC(=O)N(CC(=O)O)C2=O)cc1 | -0.1 | 0.8 | 9 | 7
CC1(C)CC(=O)C=C(NNC(=O)/C(=C/c2ccccc2)CCO)C1 | 1.9* | 0.6 | 11 | 11
N#C/C(=C\c1cn(CC(=O)NCC2CCCO2)c2ccccc12)C(=O)NCC1CCCO1 (centres undefined) | 0.8 | -0.6 | 19 | 3
CCCCCCOc1ccc(NC(=O)c2ccco2)cc1 | -0.1 | 1.7 | -8 | -47
COC(=O)COc1ccc(NC(=O)c2cccc(C)c2)cc1 | -0.1 | -4.3 | 7 | 5
c1ccc(CNc2cc(-c3ccncc3)nc(-c3cccnc3)n2)cc1 | -0.1 | -0.7 | -4 | -1
Oc1ccc2nc(-c3ccccc3)oc2c1 | 0.8 | -6.0 | 5 | 70*
O=C1CC(c2ccccc2)CCc2sccc2N1 (centres undefined) | -0.1 | -1.6 | -2 | -2
CC1CCN(C(=O)CNC(=O)Cn2cnc3sc4c(c3c2=O)CCCC4)CC1 | 0.1 | -0.4 | 8 | 7
CCOC(=O)c1c(NC(=O)Cc2ccc(OCC)c(OCC)c2)sc2c1CCC2 | -0.1 | 1.3 | -8 | -5
N#CC1(C(=O)Nc2ccc(Oc3ccccc3)cc2)CC1 | 0.3 | 2.3 | 10 | 2

2 of the compounds above, as a markdown table:
| Molecule | FBW7 activator | GPR151 activ | MITF primary | TEAD-YAP block |
| --- | --- | --- | --- | --- |
| COc1cccc(C(=O)O/N=C(\N)c2cccc([N+](=O)[O-])c2)c1OC | 0.2 | 0.0 | 10 | -29 |
| Cc1ccc(N2CC(=O)N(CC(=O)O)C2=O)cc1 | -0.1 | 0.8 | 9 | 7 |

Later entries
SMILES | FBW7 activator | GPR151 activ | MITF primary | TEAD-YAP block
COc1ccc(Cn2c(SCC(=O)NCC3CCCO3)nc3ccsc3c2=O)cc1 (centres undefined) | -0.1 | 0.2 | -2 | -3
O=C(O)c1ccc(Nc2ccc3ccccc3n2)cc1 | 0.1 | -8.5 | -2 | -29
Nc1nc(N2CCCC2CO)nc2c1ncn2-c1ccccc1 (centres undefined) | 0.2 | -0.7 | 18 | 8
CC1=NN(c2ccccc2)C(=O)/C1=C\c1cn(CCC#N)nc1-c1ccc(C)o1 | 0.0 | -0.3 | 13 | 6
COCCn1c2ccccc2n2c(=O)n(CC(=O)N3c4ccccc4CC3C)nc12 (centres undefined) | 0.0 | -1.5 | 9 | 13
Nc1ccc(N2CCOCC2)c(Br)c1 | 0.0 | 0.2 | 6 | 4
O=C(c1ccc([N+](=O)[O-])cc1Cl)N1CCN(c2ccccn2)CC1 | 0.0 | -0.2 | 12 | -1
Cc1ccc(NC(=O)c2cc(S(=O)(=O)N3CCCC3)ccc2F)cc1F | -0.1 | 1.1 | 18 | 4
CCOC(=O)N1CCc2c(sc(NC(=O)c3ccc([N+](=O)[O-])s3)c2C(N)=O)C1 | 0.1 | 0.5 | -13 | 5
Cc1ccc(OC(C)C(=O)NNC(=S)NCC2CCCO2)c([N+](=O)[O-])c1 (centres undefined) | 0.0 | 1.2 | 5 | 5
CC(NC(=O)C1CCOCC1)c1nnc2n1CCN(Cc1cccc3ccccc13)CC2 (centres undefined) | 0.5 | -1.3 | -8 | 0
c1cnc(N2CCN(c3nc4ccccc4s3)CC2)nc1 | 0.1 | -1.3 | 9 | -38
COc1ccc2oc(=O)c(-c3nnc(Nc4cc([N+](=O)[O-])ccc4F)s3)cc2c1 | 0.1 | -2.3 | 0 | -8
CC1=NN(C(N)=S)C(c2ccccc2)C1 (centres undefined) | 0.2 | 2.3 | 15 | 20
Cc1cccn2c(=O)c3cc(C(=O)N(C)Cc4ccccc4)n(C)c3nc12 | 0.8 | 0.3 | -4 | -3
COc1ccc(OCCCC(=O)Nc2ccc(N3CCOCC3)cc2)cc1 | -0.1 | 1.6 | -2 | -7
O=C(OCc1ccc2c(c1)OCO2)c1ccc(S(=O)(=O)N2CCCC2)cc1 | 0.1 | 0.2 | 2 | 12
Cc1ccc(C2C=C(c3ccc(Br)cc3)Nc3nnnn32)cc1 (centres undefined) | -0.2 | -0.5 | 6 | -19
CC1=C(C(=O)Nc2cc(F)ccc2F)C2(CCCCC2)OC1=O | 0.0 | -0.6 | 9 | 11
CC(/C=N\NC(=O)c1ccccn1)=C\c1ccccc1 | -0.1 | -3.6 | 10 | 34*
COc1ccc(CCNc2cc(N3CCN(S(=O)(=O)c4ccc(OC)c(OC)c4)CC3)ccc2[N+](=O)[O-])cc1OC | -0.2 | 0.3 | 2 | -6
O=C(Nc1nnc(C2=COCCO2)o1)c1ccc(S(=O)(=O)N2CCCC2)cc1 | -0.1 | 1.0 | -5 | 3
COCC(C)NCc1cccc([N+](=O)[O-])c1 (centres undefined) | -0.3 | 1.5 | 12 | 4
O=C(O)c1ccccc1C(=O)Nc1nc(-c2ccc(F)cc2)cs1 | 0.0 | -0.2 | -1 | 0
CC(C)CCCC(C)C1CCC2C3CC=C4CC(OC(=O)CC(F)(F)F)CCC4(C)C3CCC12C (centres undefined) | 0.2 | -0.5 | 7 | 9
COC(=O)C(CSC1CCCCO1)NC(=O)C(Cc1ccccc1)NC(=O)OC(C)(C)C (centres undefined) | -0.1 | -0.2 | 20 | -2
Cc1ccc(Nc2ccn3ncc(-c4cccc(N)c4)c3n2)cc1NS(C)(=O)=O | 0.1 | 0.2 | -9 | -1
CCOc1ccc2nc(SCC(=O)NC(=O)CN3CCCC3=O)sc2c1 | 0.0 | 1.2 | 25 | -18
CC(C)c1ccc(CN[C@H]2C[C@H]3C(=O)N[C@@H](CCCCN)C(=O)N3C2)cc1 | 1.1 | 0.3 | 13 | 10
O=C(O)CN1C(=O)COc2ccc(S(=O)(=O)N3CCOCC3)cc21 | 0.1 | -0.7 | -1 | -10
COc1ccc(OC)c(N=Cc2ccc(OC3CSC3)cc2)c1 | -0.2 | 0.1 | 12 | 17
Cc1ccc(C2(O)CC3CCC(C2)N3c2ncnc3nc[nH]c23)cc1 (centres undefined) | 0.0 | 0.1 | 8 | -5
Cn1ncc(Cl)c(Oc2ccc(C(C)(C)C)cc2)c1=O | 0.2 | -0.5 | -6 | -6
O=C(O)c1c(Cl)ccc(Cl)c1Cl | 0.0 | 0.4 | 5 | 10
COc1ccc(C2C3=C(Nc4ncnn42)c2ccccc2OC3c2ccc(F)cc2)cc1 (centres undefined) | -0.3 | -0.3 | 1 | -10
c1ccc2[nH]c(CNc3nc(Nc4ccc(-n5ccnc5)cc4)nc4c3ncn4-c3ccsc3)nc2c1 | -0.1 | -1.6 | 3 | 65*
COc1ccc(-c2nn3c(Cc4ccccc4)nnc3s2)cc1 | 0.1 | -1.8 | 15 | -12
CCOCCCNC(=O)c1ccc2c(c1)N=C(C)c1cc(C)ccc1S2 | 0.4 | -0.5 | 3 | 68*
O=C(Nc1ccc2c(c1)OCO2)c1ccc2nc(N3CCCC3CO)sc2c1 (centres undefined) | 0.1 | -2.2 | 8 | -9
CCn1c(CN2CCC3(CC2)NC(=O)c2ccccc2O3)nc2ccccc21 | 0.1 | -0.9 | -9 | -20
O=C(CCl)Nc1nc2c(F)c(F)c(F)cc2s1 | -0.1 | 1.5 | 6 | 31
Cc1ncn(-c2ccc(Nc3cc(-c4[nH]c5ccccc5c4-c4ccc(F)cc4)ccn3)cc2)n1 | -0.3 | -2.1 | -20 | 0
CC1=NN(c2ccc(Cl)c(Cl)c2)C(=O)/C1=C/c1ccc(-c2ccc3c(c2)C(=O)OC3)o1 | 0.0 | 2.1 | 6 | -3
CCSc1nnc(NC(=O)CSc2nc3c([nH]c4ccccc43)c(=O)n2CC)s1 | 0.6 | 2.4 | 14 | 5
CC(C)n1cnc2c(NC3CCN(Cc4ccccc4)CC3)nc(NCCN3CCOCC3)nc21 | -0.1 | 0.3 | 3 | 5
CSc1sc(C)cc1/C=N/NC(=O)c1cccc(Cl)c1 | 0.1 | 0.4 | 12 | -38
COc1cc2cc(C#N)c(SCC(=O)Nc3nccs3)nc2cc1OC | 0.2 | 0.2 | 2 | 8
O=C(Nc1ccc(COc2ccccc2)cc1)c1cccc([N+](=O)[O-])c1 | 0.1 | -0.1 | 9 | 7

Part of the list above, with values under each structure.
Results follow in this order: FBW7 activator, GPR151 activ, MITF primary, TEAD-YAP block
COc1ccc(OC)c(N=Cc2ccc(OC3CSC3)cc2)c1
 : -0.2, 0.1, 12, 17
Cc1ccc(C2(O)CC3CCC(C2)N3c2ncnc3nc[nH]c23)cc1 (centres undefined)
 : 0.0, 0.1, 8, -5
Cn1ncc(Cl)c(Oc2ccc(C(C)(C)C)cc2)c1=O
 : 0.2, -0.5, -6, -6
O=C(O)c1c(Cl)ccc(Cl)c1Cl
 : 0.0, 0.4, 5, 10
COc1ccc(C2C3=C(Nc4ncnn42)c2ccccc2OC3c2ccc(F)cc2)cc1 (centres undefined)
 : -0.3, -0.3, 1, -10
c1ccc2[nH]c(CNc3nc(Nc4ccc(-n5ccnc5)cc4)nc4c3ncn4-c3ccsc3)nc2c1
 : -0.1, -1.6, 3, 65*
COc1ccc(-c2nn3c(Cc4ccccc4)nnc3s2)cc1
 : 0.1, -1.8, 15, -12
CCOCCCNC(=O)c1ccc2c(c1)N=C(C)c1cc(C)ccc1S2
 : 0.4, -0.5, 3, 68*
O=C(Nc1ccc2c(c1)OCO2)c1ccc2nc(N3CCCC3CO)sc2c1 (centres undefined)
 : 0.1, -2.2, 8, -9
CCn1c(CN2CCC3(CC2)NC(=O)c2ccccc2O3)nc2ccccc21
 : 0.1, -0.9, -9, -20
O=C(CCl)Nc1nc2c(F)c(F)c(F)cc2s1
 : -0.1, 1.5, 6, 31
Cc1ncn(-c2ccc(Nc3cc(-c4[nH]c5ccccc5c4-c4ccc(F)cc4)ccn3)cc2)n1
 : -0.3, -2.1, -20, 0
CC1=NN(c2ccc(Cl)c(Cl)c2)C(=O)/C1=C/c1ccc(-c2ccc3c(c2)C(=O)OC3)o1
 : 0.0, 2.1, 6, -3
CCSc1nnc(NC(=O)CSc2nc3c([nH]c4ccccc43)c(=O)n2CC)s1
 : 0.6, 2.4, 14, 5
CC(C)n1cnc2c(NC3CCN(Cc4ccccc4)CC3)nc(NCCN3CCOCC3)nc21
 : -0.1, 0.3, 3, 5
CSc1sc(C)cc1/C=N/NC(=O)c1cccc(Cl)c1
 : 0.1, 0.4, 12, -38
COc1cc2cc(C#N)c(SCC(=O)Nc3nccs3)nc2cc1OC
 : 0.2, 0.2, 2, 8
O=C(Nc1ccc(COc2ccccc2)cc1)c1cccc([N+](=O)[O-])c1
 : 0.1, -0.1, 9, 7

Additional entries follow.
SMILES | FBW7 activator | GPR151 activ | MITF primary | TEAD-YAP block
O=C(/C=C/c1ccccc1Cl)N1CCN(Cc2ccsc2)CC1 | -0.1 | -0.5 | 12 | -31
COc1cccc(CNCC(=O)NCc2ccc3c(c2)OCO3)c1 | -0.1 | -0.3 | 60* | 4
Cc1ccc2c(c1)CN(Cc1ccncc1)CC(C)O2 (centres undefined) | 0.1 | 1.6 | 11 | 11
O=S(=O)(Nc1ccc(N2CCOCC2)nn1)c1ccccc1 | 0.1 | -1.6 | 11 | -3
O=C(CCC1CCN(C(=O)Cn2nc3ccccc3n2)CC1)NCC1CCCO1 (centres undefined) | -0.1 | -1.2 | -2 | -7
CCCCn1c(-c2ccncc2)n[nH]c1=S | -0.2 | -0.4 | 4 | 14
O=C(C1CC12CCN(Cc1ccc3c(c1)CCO3)CC2)N1CCN(c2ccccc2)CC1 (centres undefined) | 0.0 | -0.3 | 10 | 3
COc1ccc(Cl)cc1NC(=O)c1ccc2c(=O)n(-c3ccc(OC)c(OC)c3)c(=S)[nH]c2c1 | 0.3 | -1.3 | 7 | 4

Rows are unselected, and some 3.4% of all compounds hit somewhere here.
